Akt phos inh – blocks phosphorylation of Akt | Neuro2A IGF-stimulated pAkt S473 HTRF, 20 min; hits give low values | activity change, % for hits at 50 µM | 360,000 tested, 0.32% active; in the data active = activity change below about -80%; inconclusive = mostly about -51% to -80%; note: % is set by controls: 0 for no effect and ±100 for the full control effect
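Neuro2A cells in DMEM with 0.5% FBS, overnight at 37 deg C, given compound at single 50 µM final, then IGF (6 nM final) for 20 min at 37 deg C. Lysed; phospho-Akt Ser473 by HTRF after 24 h, 665/615 ratio.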
A549 tox – counter-screen for Nrf2 inhibitors: cytotoxicity in A549 cells; AID 504648; Potency, µM (top dose mostly 46 µM), without a hit: at the top dose activity change, negative = cytotoxicity, actives largely listed as inhibitors; 390,000 tested, 0.16% active; A549 ARE-Fluc cells, CellTiter-Fluor viability, 18-24 h; note: potency is the fitted concentration of half-maximal effect; % is set by controls: 0 for no effect and ±100 for the full control effect
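A549 ARE-Fluc cells in 5% FBS OPTI-MEM, 5000 cells/well, rested 2 h then exposed to compounds in concentration-response for 18-24 h at 37 °C. Viability by CellTiter-Fluor fluorescence (Ex 405/Em 525) after 30 min; luciferase luminescence (BugLite, 15 min, RT) read afterwards.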
HepG2 tox – counter-screen for TGF-b inhibitors: cytotoxicity in HepG2 cells | 410,000 tested, 0.76% active | HepG2 CAGA-GFP viability, ATP luminescence, 18 h | Potency, µM (titrated, usually from 46.1 µM), for the others: at the top dose activity change, negative = cytotoxicity, hits mostly cytotoxic | AID 588856; note: potency is the fitted concentration of half-maximal effect; some results filed as inactive show a strong effect at the top dose
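CellTiter-Glo luminescence gave cytotoxicity after 18 hours at 37 degrees C. The cells were HepG2 CAGA-GFP in 1% FBS DMEM, stimulated with 500 pg/mL TGF-beta after compound addition. %Activity was normalised to no-cell wells (complete cell-killing) and DMSO (no toxicity), and curves were fitted and classified.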
Nrf2 activator – activators of Nrf2 (ARE) signaling; AREc32 ARE-luciferase reporter (MCF7-derived line), luminescence, 24 h; Potency, µM (highest dose often 46.1 µM), without a hit: top-dose activation, actives largely listed as activators; 410,000 tested, 0.31% active; note: potency is the fitted concentration of half-maximal effect; % of control where 0% means no effect; nearly all actives have a fitted effect of over 65% in size
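Nrf2 activation is followed as ARE-luciferase induction in the AREc32 line after one day of compound treatment; luminescence is read with Steady-Glo.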
CCT chaperon mod – changes cytosolic chaperonin activity. purified chaperonin ATPase assay, HTRF ADP detection, 30 min. activity change, % (concentration not given with the values), hits read low. 360,000 tested, 0.3% active. AID 651819; in the data active = activity change below about -30%; note: % is set by controls: 0 for no effect and ±100 for the full control effect
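Nucleotide hydrolysis assay: TRiC at 20–40 nM final (set by batch activity) with 10 uM ATP, 30 min at 37 °C, in presence of 76 uM compound. Detection by competitive ADP HTRF, 30 min ambient.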
Nrf2 block – inhibitors of Nrf2 signaling. A549 ARE-Fluc reporter, luciferase luminescence, 18-24 h. Potency, µM (doses to about 46 µM), for inactives: at the highest dose activity change, negative = inhibition, usual class: inhibitors. 360,000 tested, 2.1% active. AID 504444; note: potency is the fitted concentration of half-maximal effect; % is set by controls: 0 for no effect and ±100 for the full control effect; nearly all actives have a fitted effect of over 60% in size
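Cells were seeded and rested 2 h, then exposed to compounds for 18-24 h. CellTiter-Fluor was read first as a viability measure. BugLite was added 15 min before the final luminescent read of ARE-luciferase activity in A549 cells.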
ATXN viability – viability counter-screen for ATXN expression inhibitors; Potency, µM (top dose mostly 56.7 µM), actives largely listed as cytotoxic; AID 651635; S2 cells (HEK-293 line with an ATXN2-luciferase reporter) viability, CellTiter-Fluor protease fluorescence, 24 h; 400,000 tested, 0.49% active; note: potency is the fitted concentration of half-maximal effect; nearly all actives have a fitted effect of over 40% in size
MmCpn inh – inhibitors of Methanococcus maripaludis chaperonin (MmCpn) | AID 504842 | purified Mm-Cpn ATPase, ADP Transcreener TR-FRET | 330,000 tested, 0.031% active | Potency, µM (doses to about 76.9 µM), inactives show top-dose activity, negative = inhibition, most hits filed as inhibitors; note: potency is the fitted concentration of half-maximal effect; % is set by controls: 0 for no effect and ±100 for the full control effect; nearly all actives have a fitted effect of over 80% in size
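Purified archaeal Mm-CPN (25nM final) preincubated 10 min at 37degC with compound, then 10uM ATP for 30 min at 37degC; ADP measured by HTRF Transcreener TR-FRET; buffer 30 mM TRIS pH 7.4, 100mM KCl, 5mM MgCl2, 1mM DTT.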
TGFb SMAD3 inh – inhibitors of TGF-b signaling; HepG2 CAGA-GFP TGF-b/SMAD3 reporter, GFP fluorescence, 18 h; TGF-beta stimulated, 500 pg/mL final; Potency, µM (top dose mostly 46.1 µM), for inactives: at the highest dose activity, negative = inhibition, most hits filed as inhibitors; 410,000 tested, 1.2% active; AID 588855; note: potency is the fitted concentration of half-maximal effect; % is set by controls: 0 for no effect and ±100 for the full control effect; nearly all actives have a fitted effect of over 65% in size
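Inhibition was scored as loss of TGF-beta-induced (500 pg/mL final, 18 hours, 37 degrees C) GFP in HEPG2 cells carrying a CAGA-GFP reporter, in DMEM with 1% FBS. Well GFP was summed per cell; Activity was normalised to unstimulated and stimulated DMSO wells, then concentration-response fitting.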
An asterisk follows results filed as active; [ ] = dose if it differs, or a comment. Unless noted, calls come from the whole dose curve; as a rule, active = well fitted curve in the direction sought with a large enough effect; inconclusive = small, poorly fitted or top-dose-only effect, or another doubt; inactive = no such curve, though single readings can be large; an effect the other way counts as inactive or inconclusive.

Results for CCOC(=O)CN1C(=O)/C(=C/c2cccc(Br)c2)Oc2ccccc21 ?
Akt phos inh: inactive; A549 tox: 4%; HepG2 tox: 2%; Nrf2 activator: 3.4%; CCT chaperon mod: -1.4; Nrf2 block: 5%; ATXN viability: inactive; MmCpn inh: 2%; TGFb SMAD3 inh: 13%

How did COc1ccc2nc(NC(=O)c3ccccc3[N+](=O)[O-])sc2c1 do in these assays?
Akt phos inh: inactive; A549 tox: -7%; HepG2 tox: -50%; Nrf2 activator: 4.1%; CCT chaperon mod: -2.2; Nrf2 block: inconclusive; ATXN viability: inconclusive; MmCpn inh: 4%; TGFb SMAD3 inh: 0%

How did CCOC(=O)C1(C)CCCN(C(=O)C(c2ccccc2)c2ccccc2)C1 (stereo unspecified) do in these assays?
Akt phos inh: inactive; HepG2 tox: -17%; Nrf2 activator: 0.3%[9.22 µM]; CCT chaperon mod: -0.1; ATXN viability: inconclusive; TGFb SMAD3 inh: 7%

Results for CCCSC1=N/C(=C\c2ccc3c(c2)OCO3)C(=O)S1 ?
Akt phos inh: inactive; A549 tox: -20%; HepG2 tox: -11%; Nrf2 activator: -0.8%; CCT chaperon mod: -2.2; Nrf2 block: -13%; ATXN viability: inactive; MmCpn inh: 0%; TGFb SMAD3 inh: 3%

What do the screens show for `CSc1ccccc1C(=O)C1CCCN(C(=O)NC(C)C)C1` (stereo unspecified)?
Akt phos inh: inactive; A549 tox: -1%; HepG2 tox: -4%; Nrf2 activator: 0.1%; CCT chaperon mod: 0.4; Nrf2 block: 2%; ATXN viability: inactive; MmCpn inh: 2%; TGFb SMAD3 inh: 17%

Results for COCCCN1C(=O)C(CC(=O)NC2CC2)CC(C(=O)N(C(C)C)C(C)C)=C1C (stereo unspecified) ?
Akt phos inh: inactive; HepG2 tox: -44%; Nrf2 activator: 0.1%; CCT chaperon mod: 1.8; ATXN viability: inactive; TGFb SMAD3 inh: -14%

What do the screens show for `CCN(C(=O)COC(=O)CSc1ccc(C(N)=O)cc1[N+](=O)[O-])C1CCCCC1`?
Akt phos inh: inactive; A549 tox: -14%; HepG2 tox: 12%; Nrf2 activator: 0.3%; CCT chaperon mod: 2.0; Nrf2 block: 15%; ATXN viability: inactive; MmCpn inh: -4%; TGFb SMAD3 inh: 12%

Results for Cc1ccccc1Oc1nnc(-c2cccs2)c2ccccc12 ?
Akt phos inh: inactive; A549 tox: 6%; HepG2 tox: 14%; Nrf2 activator: 2.2%; CCT chaperon mod: -1.8; Nrf2 block: -30%; ATXN viability: inactive; MmCpn inh: -4%; TGFb SMAD3 inh: inconclusive

Results for O=C(OCN1C(=O)c2ccccc2C1=O)c1cccc(OC(F)F)c1 ?
Akt phos inh: inactive; A549 tox: -1%; HepG2 tox: 10%; Nrf2 activator: -0.6%; CCT chaperon mod: -3.3; Nrf2 block: -20%; ATXN viability: inactive; MmCpn inh: 2%; TGFb SMAD3 inh: -1%

Results for O=C(Nc1cccc(-c2nc3cccnc3s2)c1)c1ccc(Cl)nc1 ?
Akt phos inh: inactive; A549 tox: -15%; HepG2 tox: 9%; Nrf2 activator: 11%; CCT chaperon mod: -1.7; Nrf2 block: inconclusive; ATXN viability: inconclusive; MmCpn inh: -1%; TGFb SMAD3 inh: -7%

How did O=C(NC1CCCC1)C(c1ccncc1)N(Cc1cccs1)C(=O)c1csnn1 (stereo unspecified) do in these assays?
Akt phos inh: inactive; A549 tox: 10%; HepG2 tox: 2%; Nrf2 activator: -1.2%; CCT chaperon mod: -0.7; Nrf2 block: 21%; ATXN viability: inactive; MmCpn inh: -3%; TGFb SMAD3 inh: -18%

Results for C=C(C)Cn1c(CCNC(=O)c2ccco2)nc2ccccc21 ?
Akt phos inh: inactive; A549 tox: 1%; HepG2 tox: -24%; Nrf2 activator: 1.8%; CCT chaperon mod: -1.9; Nrf2 block: -2%; ATXN viability: inactive; MmCpn inh: 2%; TGFb SMAD3 inh: -1%

Results for Cc1ccsc1/C=C1/CN(C)Cc2c1nc1ccccc1c2C(=O)O ?
Akt phos inh: inactive; A549 tox: -23%; HepG2 tox: -10%; Nrf2 activator: 0.0%; CCT chaperon mod: -0.3; Nrf2 block: -20%; ATXN viability: inactive; MmCpn inh: 0%; TGFb SMAD3 inh: -11%

What do the screens show for `Cc1ccc(-n2nc(C)c3c(C)c(CCC(=O)Nc4ccc(CN5CCCC5)cc4)c(C)nc32)cc1`?
Akt phos inh: inactive; A549 tox: 3%; HepG2 tox: 1%; Nrf2 activator: 1.1%; CCT chaperon mod: 0.7; Nrf2 block: inconclusive; ATXN viability: inconclusive; MmCpn inh: 0%; TGFb SMAD3 inh: inconclusive

Results for N#CCCCSc1ncccc1-c1nc2ccccc2[nH]1 ?
A549 tox: 2%; HepG2 tox: 16%; Nrf2 activator: 0.0%; CCT chaperon mod: -0.6; ATXN viability: inactive; MmCpn inh: -12%; TGFb SMAD3 inh: 7%

Retrieved by structure from the entries so far (three):
What do the screens show for `CCN(C(=O)COC(=O)CSc1ccc(C(N)=O)cc1[N+](=O)[O-])C1CCCCC1`?
Akt phos inh: inactive; A549 tox: -14%; HepG2 tox: 12%; Nrf2 activator: 0.3%; CCT chaperon mod: 2.0; Nrf2 block: 15%; ATXN viability: inactive; MmCpn inh: -4%; TGFb SMAD3 inh: 12%

Results for COCCCN1C(=O)C(CC(=O)NC2CC2)CC(C(=O)N(C(C)C)C(C)C)=C1C (stereo unspecified) ?
Akt phos inh: inactive; HepG2 tox: -44%; Nrf2 activator: 0.1%; CCT chaperon mod: 1.8; ATXN viability: inactive; TGFb SMAD3 inh: -14%

Results for N#CCCCSc1ncccc1-c1nc2ccccc2[nH]1 ?
A549 tox: 2%; HepG2 tox: 16%; Nrf2 activator: 0.0%; CCT chaperon mod: -0.6; ATXN viability: inactive; MmCpn inh: -12%; TGFb SMAD3 inh: 7%

(listing goes on)
What do the screens show for `COc1cc(NS(=O)(=O)c2cc3c(cc2C)n(C)c(=O)c(=O)n3C)cc(OC)c1`?
A549 tox: 10%; HepG2 tox: -23%; Nrf2 activator: -0.2%; Nrf2 block: -11%; ATXN viability: inactive; TGFb SMAD3 inh: -15%

How did COc1cc(C2NC(C(=O)O)Cc3c2[nH]c2ccccc32)cc(OC)c1OC (stereo unspecified) do in these assays?
Akt phos inh: inactive; A549 tox: 8%; HepG2 tox: 1%; Nrf2 activator: -0.1%; CCT chaperon mod: 0.7; Nrf2 block: 11%; ATXN viability: inactive; MmCpn inh: 2%; TGFb SMAD3 inh: 3%

How did CCOc1ccc(NC(=O)C2CCN(c3nnc(C)c4c(C)n(-c5ccccc5)nc34)CC2)cc1 do in these assays?
A549 tox: 6%; HepG2 tox: 2%; Nrf2 activator: -0.4%; Nrf2 block: inconclusive; ATXN viability: inactive; TGFb SMAD3 inh: 0%

Results for COc1ccc(OCCCC(=O)NCCc2ccccc2)cc1 ?
Akt phos inh: inactive; A549 tox: -15%; HepG2 tox: -42%; Nrf2 activator: 0.2%; CCT chaperon mod: 1.1; Nrf2 block: inconclusive; ATXN viability: inactive; MmCpn inh: 1%; TGFb SMAD3 inh: 0%

How did COc1ccc(NC(=O)CN(C2CCCCC2)S(C)(=O)=O)cc1Cl do in these assays?
Akt phos inh: inactive; A549 tox: 0%; HepG2 tox: 4%; Nrf2 activator: 0.0%; CCT chaperon mod: -0.9; Nrf2 block: inconclusive; ATXN viability: inactive; MmCpn inh: 1%; TGFb SMAD3 inh: 0%

How did Cc1cc(=O)[nH]c(SCC(=O)Nc2nnc(SCc3ccccc3)s2)n1 do in these assays?
Akt phos inh: inactive; A549 tox: 5%; HepG2 tox: -18%; Nrf2 activator: 3.3%; CCT chaperon mod: -3.7; Nrf2 block: inconclusive; ATXN viability: inactive; MmCpn inh: 0%; TGFb SMAD3 inh: -5%

Results for O=C(NCCc1ccccc1)C1CCC(=O)N(Cc2cccc(C(F)(F)F)c2)C1 (stereo unspecified) ?
Akt phos inh: inactive; A549 tox: -6%; HepG2 tox: 9%; Nrf2 activator: -0.4%; CCT chaperon mod: -3.2; Nrf2 block: -3%; ATXN viability: inactive; MmCpn inh: -1%; TGFb SMAD3 inh: inconclusive

How did Cc1ccc(S(=O)(=O)N2CCN(CC(=O)N/N=C/c3ccc(Br)s3)CC2)cc1 do in these assays?
Akt phos inh: inactive; A549 tox: -9%; HepG2 tox: -1%; Nrf2 activator: 0.1%; CCT chaperon mod: 0.4; Nrf2 block: inconclusive; ATXN viability: inactive; MmCpn inh: 4%; TGFb SMAD3 inh: 0%

Results for Cc1nn(-c2ccccc2)c(C)c1C(=O)OC(C)C(=O)NC1CCCCC1C (stereo unspecified) ?
Akt phos inh: inactive; A549 tox: 0%; HepG2 tox: -36%; Nrf2 activator: 0.2%; CCT chaperon mod: -1.1; Nrf2 block: inconclusive; ATXN viability: inconclusive; MmCpn inh: -2%; TGFb SMAD3 inh: -29%

What do the screens show for `CCCNC(=O)C1CCC(CNS(=O)(=O)c2cccc3nsnc23)CC1` (stereo unspecified)?
Akt phos inh: inactive; A549 tox: 2%; HepG2 tox: -2%; Nrf2 activator: -0.3%; CCT chaperon mod: -1.2; Nrf2 block: -4%; ATXN viability: inactive; MmCpn inh: -6%; TGFb SMAD3 inh: 11%

How did CCCCN(Cc1ccco1)C(=O)Cn1ncc2c([nH]c3ccccc32)c1=O do in these assays?
A549 tox: 1%; HepG2 tox: 7%; Nrf2 activator: 13%; Nrf2 block: -20%; ATXN viability: inactive; TGFb SMAD3 inh: 23%

From PubChem
